# U2OS ROS induce: cancer cell ROS induction; 46,000 compounds, 2% hits; ROS induction (% of piperlongumine), % at 10 µM; U2OS ROS induction, H2DCF-DA fluorescence; in the data active means ROS induction above about 79%, passing the limit was not always enough;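 further: 0% = DMSO vehicle median and 100% = reference compound median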
# * = called active by the depositor. Not all compounds are listed; rates above refer to the full screens.
# Start of the listing, in advance:
mol | U2OS ROS induce
CC(NCCc1ccc(O)cc1)C(O)c1ccc(O)cc1 (stereo unspecified) | 22.6
C[C@@H]1CCCCO[C@H](CN(C)C(=O)Nc2ccc(C(F)(F)F)cc2)[C@@H](C)CN([C@H](C)CO)C(=O)c2cc(NC(=O)c3ccccc3)ccc2O1 | 28.8
C[C@@H]1CN([C@@H](C)CO)C(=O)c2cc(NS(=O)(=O)c3cn(C)cn3)ccc2O[C@H]1CN(C)C(=O)Nc1ccc(F)cc1 | -5.2

# All compounds of this part, from the first entry:
mol | U2OS ROS induce
CC(NCCc1ccc(O)cc1)C(O)c1ccc(O)cc1 (stereo unspecified) | 22.6
C[C@@H]1CCCCO[C@H](CN(C)C(=O)Nc2ccc(C(F)(F)F)cc2)[C@@H](C)CN([C@H](C)CO)C(=O)c2cc(NC(=O)c3ccccc3)ccc2O1 | 28.8
C[C@@H]1CN([C@@H](C)CO)C(=O)c2cc(NS(=O)(=O)c3cn(C)cn3)ccc2O[C@H]1CN(C)C(=O)Nc1ccc(F)cc1 | -5.2
COc1ccc(-c2nnsc2N2C(=O)c3ccccc3C2=O)cc1 | 11.7
O=C1CCC(=O)N1CNc1cccc(Cl)c1 | -10.6
Cc1[nH]c2ccccc2c1C(O)c1cccnc1 (stereo unspecified) | 9.4
Cc1nnc(SCc2ccc(F)cc2Cl)c2cc3occc3n12 | 8.6
C[C@@H]1CN([C@@H](C)CO)C(=O)c2cc(NC(=O)C3CC3)ccc2O[C@H]1CN(C)Cc1ccc(C(F)(F)F)cc1 | 3.7
C[C@H]1CN([C@@H](C)CO)C(=O)c2cccc(NS(=O)(=O)c3ccccc3)c2O[C@H]1CN(C)Cc1ccc(Cl)c(Cl)c1 | 9.3
C[C@@H]1CCCCO[C@@H](CN(C)Cc2ccc(C(F)(F)F)cc2)[C@@H](C)CN([C@H](C)CO)C(=O)c2cc(NC(=O)CCCN(C)C)ccc2O1 | 52.6
COC(=O)CCCCCCC(=O)N/N=C/c1ccc(N(C)CCO)cc1 | -7.7
Cc1nn(Cc2ccc(F)cc2)c(C)c1NC(=O)C1CC(c2cccc(Br)c2)=NO1 (stereo unspecified) | -8.7
C[C@@H]1CN([C@@H](C)CO)C(=O)Cc2cc(NC(=O)Nc3ccc4c(c3)OCO4)ccc2O[C@@H]1CN(C)S(C)(=O)=O | -3.4
COc1ccc2[nH]c(C(=O)N3CCC(Cc4ccccc4)CC3)cc2c1 | -6.8
CC(C)NC(=O)[C@@]1(C)c2ccccc2C(=O)N(Cc2ccccc2)[C@H]1c1ccc(CO)cc1 | 10.5
COc1ccc(NC(=O)N(C)C[C@H]2Oc3ccc(NS(=O)(=O)c4ccc(Cl)cc4)cc3C(=O)N([C@H](C)CO)C[C@H]2C)cc1 | -6.6
C[C@H](CO)N1C[C@H](C)[C@H](CN(C)C(=O)NC2CCCCC2)Oc2ncc(/C=C/c3ccccc3)cc2C1=O | 109.2*
CC1CC(C)CN(S(=O)(=O)c2ccc(Cl)cc2)C1 (stereo unspecified) | -4.7
O=C1CC(c2ccccc2)n2nc(NC(=O)c3ccco3)nc2N1 (stereo unspecified) | -13.6
C[C@H]1CN([C@@H](C)CO)C(=O)c2cc(NS(=O)(=O)c3ccccc3)ccc2O[C@H]1CN(C)C(=O)Nc1ccc(F)cc1 | 9.9
C[C@H](CO)N1C[C@H](C)[C@H](CN(C)S(=O)(=O)c2cn(C)cn2)Oc2ccc(NC(=O)Nc3cccc4ccccc34)cc2CC1=O | 9.4
C[C@H]1CN([C@@H](C)CO)C(=O)CCCn2cc(nn2)CO[C@@H]1CN(C)Cc1ccccc1C(=O)O | -14.5
COC(=O)CCCCCCC(=O)N/N=C/C=C/c1ccc(O)c(OC)c1 | 40.4
Cc1ccc(NC(=O)Cc2n[nH]c(=S)n2C)cc1 | 12.6
C[C@@H]1CN([C@H](C)CO)C(=O)c2cc(N(C)C)ccc2O[C@@H]1CN(C)Cc1ccc(C(=O)O)cc1 | -3.6
C[C@@H]1CN([C@H](C)CO)C(=O)c2cc(NC(=O)Nc3cccc4ccccc34)ccc2O[C@@H]1CN(C)S(=O)(=O)c1cccs1 | 10.6
Cc1ccc(S(=O)(=O)N(C)C[C@H]2Oc3ccc(NC(=O)NC(C)C)cc3C(=O)N([C@@H](C)CO)C[C@@H]2C)cc1 | -10.5
COc1cc(C2Nc3ccccc3S2)cc(OC)c1OC (stereo unspecified) | 1.0
Cc1noc(C)c1S(=O)(=O)N(C)C[C@@H]1Oc2ccc(NS(=O)(=O)c3ccccc3)cc2CC(=O)N([C@@H](C)CO)C[C@@H]1C | 22.7
CC1(C)CC(CCNC(=O)c2ccccc2C(=O)O)(Cc2ccccc2)CCO1 (stereo unspecified) | 29.1

# Given field by field: 3 of the compounds above.
Cc1nnc(SCc2ccc(F)cc2Cl)c2cc3occc3n12
  U2OS ROS induce = 8.6

C[C@@H]1CN([C@@H](C)CO)C(=O)c2cc(NC(=O)C3CC3)ccc2O[C@H]1CN(C)Cc1ccc(C(F)(F)F)cc1
  U2OS ROS induce = 3.7

C[C@H]1CN([C@@H](C)CO)C(=O)c2cccc(NS(=O)(=O)c3ccccc3)c2O[C@H]1CN(C)Cc1ccc(Cl)c(Cl)c1
  U2OS ROS induce = 9.3

# Further results
mol | U2OS ROS induce
C[C@@H]1CN([C@@H](C)CO)C(=O)CCCn2cc(nn2)CO[C@@H]1CN(C)C(=O)Nc1cccc2ccccc12 | 3.3
COc1ccc(-n2c(SCC(=O)c3ccc(Cl)cc3)nc3ccccc3c2=O)cc1 | 3.7
Cc1noc(C)c1S(=O)(=O)Nc1ccc2c(c1)C(=O)N([C@@H](C)CO)C[C@@H](C)[C@H](CN(C)S(C)(=O)=O)O2 | -2.9
O=c1c2ccccc2nc(SCc2cccc3nsnc23)n1-c1ccccc1 | 4.7
O=C(CSc1nc2ccccc2o1)Nc1ccc(N2CCOCC2)c(Cl)c1 | -2.9
C=CCn1cc(C=C2C(=O)N(C)C(=S)N(C)C2=O)c2ccccc21 | -1.8
C[C@H](CO)N1C[C@H](C)[C@H](CN(C)C(=O)Nc2cccc3ccccc23)Oc2ccc(NC(=O)Nc3ccc(F)cc3)cc2CC1=O | 1.5
CCNS(=O)(=O)c1cc(-c2nnc(Nc3ccc(F)cc3)c3ccccc23)ccc1C | 68.4
C[C@H]1CN([C@@H](C)CO)C(=O)c2cccc(NS(=O)(=O)c3ccc(F)cc3)c2O[C@@H]1CN(C)C(=O)Nc1ccc(C(F)(F)F)cc1 | -2.5
Cc1cc(-c2nc(-c3ccnn3S(=O)(=O)c3cccc(C(F)(F)F)c3)cs2)no1 | 28.7
CC1=CC(=O)C2C(C)(C)CCC[C@]2(C)[C@@]1(O)CCc1ccoc1 (stereo partly specified) | 15.0
C[C@H]1CN([C@@H](C)CO)C(=O)Cc2cc(NC(=O)CCC(F)(F)F)ccc2O[C@@H]1CN(C)Cc1ccc(Cl)c(Cl)c1 | 21.8
Cc1cc(Cl)ccc1NC(=O)CN(C)S(=O)(=O)c1ccc(F)cc1 | -1.4
C[C@H]1CN([C@@H](C)CO)C(=O)Cc2cc(NS(C)(=O)=O)ccc2O[C@H]1CN(C)Cc1ccc(C(=O)Nc2ccccc2N)cc1 | 1.9
C[C@@H]1CCCCO[C@@H](CN(C)CC2CC2)[C@@H](C)CN([C@H](C)CO)C(=O)c2cc(NS(=O)(=O)c3ccccc3)ccc2O1 | 2.3
O=C(CC1Nc2c3ccccc3nc(=S)n2C1=O)NCc1ccccc1 (stereo unspecified) | -1.0
Cc1ccc(S(=O)(=O)N(C)C[C@@H]2Oc3c(NS(=O)(=O)c4cccs4)cccc3C(=O)N([C@H](C)CO)C[C@H]2C)cc1 | -8.6
C[C@H](NC[C@H](O)CP(=O)(O)Cc1ccccc1)c1ccc(Cl)c(Cl)c1 | -4.6
CCNc1sc(S(C)(=O)=O)nc1S(=O)(=O)c1ccc(Cl)cc1 | -6.4
COC(=O)c1ccccc1NC(=O)CN(C)S(=O)(=O)c1ccccc1 | -13.9
C[C@H]1CN([C@@H](C)CO)C(=O)Cc2cc(NS(=O)(=O)c3cn(C)cn3)ccc2O[C@@H]1CN(C)Cc1ccc(-c2ccccc2)cc1 | 16.8
C[C@@H]1CN([C@H](C)CO)C(=O)c2cccc(NC(=O)Nc3ccc(F)cc3)c2O[C@H]1CN(C)Cc1ccc(C(=O)O)cc1 | -0.2
C[C@@H]1CN([C@H](C)CO)C(=O)c2cccc(NC(=O)C3CCCCC3)c2O[C@H]1CN(C)S(=O)(=O)c1ccccc1 | 9.8
C[C@H](CO)N1C[C@H](C)[C@@H](CN(C)Cc2ccc(Oc3ccccc3)cc2)Oc2c(NC(=O)Nc3ccc(C(F)(F)F)cc3)cccc2C1=O | 16.2
CC1OC(=O)CC2C(C(=O)O)=CC3CC(C)(C)CC312 (stereo unspecified) | 5.0
C[C@H]1CN([C@@H](C)CO)C(=O)Cc2cc(NC(=O)c3ccncc3)ccc2O[C@H]1CN(C)S(=O)(=O)c1ccccc1 | 3.5
C[C@@H]1CN([C@H](C)CO)C(=O)Cc2cc(NC(=O)NC3CCCCC3)ccc2O[C@H]1CN(C)C(=O)Nc1ccc2c(c1)OCO2 | -8.0
Cc1noc(C)c1S(=O)(=O)N(C)C[C@@H]1Oc2c(NC(=O)C3CCOCC3)cccc2C(=O)N([C@H](C)CO)C[C@@H]1C | -7.6
Cc1ccc2nc3ccc(NCc4ccccc4)nn3c(=O)c2c1 | -8.9
C[C@@H]1CN([C@@H](C)CO)C(=O)Cc2cc(NS(=O)(=O)c3cccs3)ccc2O[C@@H]1CN(C)C(=O)Nc1ccc2c(c1)OCO2 | -0.5

# Next results:
mol | U2OS ROS induce
CC(NC(=O)/C=C/c1ccc2c(c1)OCO2)c1ccccc1 (stereo unspecified) | -3.0
Cc1ccc(S(=O)(=O)Nc2ccc3c(c2)C(=O)N([C@H](C)CO)C[C@H](C)[C@@H](CN(C)S(=O)(=O)c2ccccc2)O3)cc1 | 3.8
Cc1sc(NC(=O)C(Cc2ccccc2)Cc2ccccc2)c(C#N)c1C | -5.9
COc1ccc(S(=O)(=O)Nc2ccc3c(c2)CC(=O)N([C@@H](C)CO)C[C@H](C)[C@H](CN(C)Cc2ccc(Oc4ccccc4)cc2)O3)cc1 | 32.3
COc1ccc(NC(=O)Nc2cccc3c2O[C@H](CN(C)Cc2ccc(Oc4ccccc4)cc2)[C@H](C)CN([C@H](C)CO)C3=O)cc1 | 10.9
Cc1noc(C)c1NC(=O)N(C)C[C@H]1Oc2ccc(NC(=O)NC(C)C)cc2C(=O)N([C@@H](C)CO)C[C@@H]1C | -7.8
COc1ccc(OC)c(NC(=O)COc2ccc3c4c(c(=O)oc3c2)CCC4)c1 | -2.2
C[C@H]1CN([C@@H](C)CO)C(=O)c2cc(NC(=O)Cc3cn(C)c4ccccc34)ccc2O[C@@H]1CN(C)S(=O)(=O)c1ccc(F)cc1 | 5.5
O=C(CSc1nc(-c2ccccc2)cc(C(F)(F)F)n1)Nc1cccc(Cl)c1Cl | 16.6
c1ccc(-c2nc(-c3cccs3)[nH]c2-c2ccccc2)cc1 | 14.1
CCOC(=O)c1sc(NC(=S)Nc2cnccn2)c(C(=O)OCC)c1C | 50.9
C[C@@H]1CN([C@H](C)CO)C(=O)Cc2cc(NC(=O)Cn3cnnn3)ccc2O[C@H]1CN(C)S(C)(=O)=O | 9.5
Cn1c(=O)c2c(nc(SCc3nn[nH]n3)n2Cc2ccccc2)n(C)c1=O | -15.3
COC1=CC(=O)O/C1=C(/OC)[C@@H]1O[C@H]1c1ccccc1 | -7.1
C[C@H]1CN([C@@H](C)CO)C(=O)c2cc(NC(=O)Nc3ccc4c(c3)OCO4)ccc2O[C@@H]1CN(C)Cc1ccccc1 | 6.3
CC(C)NC(=O)Nc1ccc2c(c1)C(=O)N([C@H](C)CO)C[C@H](C)[C@@H](CN(C)Cc1ccccc1)OCCCC[C@@H](C)O2 | -7.6
C[C@H]1CN([C@@H](C)CO)C(=O)c2cc(NC(=O)Nc3ccc(F)cc3)ccc2O[C@@H]1CN(C)CC1CCCCC1 | -2.9
COc1ccc(C(NC(C)=O)c2ccc3cccnc3c2O)cc1OC (stereo unspecified) | -20.1
Cc1noc(C)c1NC(=O)N(C)C[C@H]1Oc2c(NC(=O)C3CCCCC3)cccc2C(=O)N([C@H](C)CO)C[C@@H]1C | -3.9
O=C(Cn1c2ccccc2c2cn[nH]c(=O)c21)NCCc1ccc(Cl)cc1 | -14.2
CCOC(=O)c1sc(SCc2ccccc2)c(S(=O)(=O)C(C)C)c1-n1cccc1 | 74.5
Cc1ccccc1-c1nc(SCC(=O)c2cccc([N+](=O)[O-])c2)n[nH]1 | 4.0
CCOc1ccc(CCNC(=O)c2c(-n3cccc3)sc(C)c2C)cc1OCC | 1.4
CC(C)NC(=O)Nc1cccc2c1O[C@@H](CN(C)Cc1ccc(C(F)(F)F)cc1)[C@@H](C)CN([C@@H](C)CO)C2=O | -2.3
C[C@H](CO)N1C[C@H](C)[C@H](CN(C)S(=O)(=O)c2ccc(Cl)cc2)Oc2ccc(NC(=O)Nc3ccccc3)cc2C1=O | 17.5
CCC(=O)OC1(C(=O)CCl)[C@@H](C)C[C@H]2[C@@H]3CCC4=CC(=O)C=C[C@]4(C)[C@@]3(F)[C@@H](O)C[C@@]21C (stereo partly specified) | 2.5
C[C@@H]1CN([C@@H](C)CO)C(=O)CCCn2nncc2CO[C@@H]1CN(C)C(=O)c1ccncc1 | 7.7
C[C@@H]1CN([C@@H](C)CO)C(=O)Cc2cc(NC(=O)Nc3ccc4c(c3)OCO4)ccc2O[C@@H]1CN(C)S(=O)(=O)c1ccc(Cl)cc1 | 15.3
CC(C)[N+]1(C)[C@@H]2CC[C@@H]1CC(OC(=O)C(CO)c1ccccc1)C2 (stereo partly specified) | -9.5
C[C@@H]1CN([C@@H](C)CO)C(=O)c2cc(N(C)C)ccc2O[C@H]1CN(C)S(=O)(=O)c1cccs1 | 15.8
C[C@H]1CN([C@@H](C)CO)C(=O)Cc2cc(NC(=O)CCN3CCOCC3)ccc2O[C@H]1CN(C)Cc1ccc(C(F)(F)F)cc1 | 7.9
